Anesthetic bind: candidate novel general anesthetic via apoferritin binding; apoferritin/1-aminoanthracene competitive binding, fluorescence; Potency, µM (top dose mostly 77.5 µM), for the others: at the highest dose activity change, negative = displacement, usual class: inhibitors; 0.074% of 350,000 active; AID 485281; P02791; note: % is set by controls: 0 for no effect and ±100 for the full control effect; nearly all actives have a fitted effect of over 20% in size
Target sequence (P02791 2-175 limits assumed): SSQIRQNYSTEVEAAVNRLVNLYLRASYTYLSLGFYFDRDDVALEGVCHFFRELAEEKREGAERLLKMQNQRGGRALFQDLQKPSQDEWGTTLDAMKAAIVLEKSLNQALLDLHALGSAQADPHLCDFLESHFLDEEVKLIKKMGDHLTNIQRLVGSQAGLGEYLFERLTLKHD
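Probe: 1-aminoanthracene (50% saturated, PBS). Protein: horse-spleen apoferritin, 10 uM. Incubation: 10 min, room temperature. Detection: 380 nm excitation, 535 nm emission. Analysis: normalized response, four-parameter Hill.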
BAZ2B block: blocks human BAZ2B | Q9UIF8 | AlphaScreen BAZ2B-H3K14Ac peptide displacement | Potency, µM (top dose mostly 114 µM), for the others: at the highest dose activity change, negative = inhibition, hits mostly inhibitors | 4.4% of 360,000 active | AID 504333; note: % is set by controls: 0 for no effect and ±100 for the full control effect; nearly all actives have a fitted effect of over 60% in size
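Complex of BAZ2B and biotin-H3K14Ac (50 nM apiece) forms over 30 min at RT, then faces library compounds up to 110 uM for another 30 min; AlphaScreen beads added, 20 min dark incubation, luminescence read.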
APE1 inh: blocks human APE1 abasic DNA cleavage. Potency, µM (titrated, usually from 65.8 µM), for the others: top-dose activity change, negative = inhibition, actives largely listed as inhibitors. 0.35% of 350,000 active. recombinant APE1, TAMRA/BHQ-2 abasic DNA cleavage fluorescence. P27695. AID 2517;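 note: plate controls were vehicle for no effect and reference inhibitor for full effect; nearly all actives have a fitted effect of over 55% in size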
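Endonuclease cleavage of a quenched abasic-site DNA duplex (50 nM) by APE1 (0.75 nM) was tracked by TAMRA dequenching. Compounds were preincubated with enzyme 15 min at room temperature; data normalized to buffer-only and DMSO wells plus NSC13755 control.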
Pol iota inh: inhibitors of human DNA polymerase iota. Q9UNA4. Pol iota fluorescent replication assay, 10 min. Potency, µM (highest dose often 115 µM), inactives show top-dose activity, negative = inhibition, most hits filed as inhibitors. 1% of 390,000 active. AID 588590
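Pol iota at 10 nM preincubated 15 min with compounds at room temperature; reaction started with fluorescent substrate, 50 nM final. Fluorescence read kinetically at 0 and 10 min; buffer-only wells as negative control.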
POLH inh: DNA polymerase eta (human) inhibition | 1.2% of 390,000 active | Q9Y253 | recombinant Pol eta, fluorescent DNA replication assay | Potency, µM (series often up to 114 µM), for the others: at the top dose activity change, negative = inhibition, most hits filed as inhibitors | AID 588591; note: % is set by controls: 0 for no effect and ±100 for the full control effect
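Pol eta at 10 nM preincubated with compounds 15 min at room temperature; reaction started with fluorescent substrate (50 nM final) and read kinetically at 0 and 10 min.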
Pol beta inh: DNA polymerase beta (human) inhibition | P06746 | Pol beta primer extension/strand displacement, fluorescence kinetic | Potency, µM (top dose mostly 114 µM), for inactives: at the highest dose activity change, negative = inhibition, hits mostly inhibitors | 1.3% of 340,000 active | AID 485314; note: % is set by controls: 0 for no effect and ±100 for the full control effect
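Enzyme-only controls used 10 nM Pol beta; buffer lacking enzyme served as negative control. Compound preincubated 15 min, then 50 nM substrate added; 0 and 10 min reads at room temperature.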
G9a block: inhibitors of human histone lysine methyltransferase G9a | Potency, µM (titrated, usually from 102 µM), without a hit: at the highest dose activity, negative = inhibition, usual class: inhibitors | AID 504332 | Q96KQ7 | G9a H3K9 monomethylation, AlphaScreen, 2 h | 8.8% of 350,000 active; note: % is set by controls: 0 for no effect and ±100 for the full control effect; nearly all actives have a fitted effect of over 75% in size
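Compounds were preincubated with 20 nM G9a for 15 min, after which biotinylated H3K9 peptide (500 nM) and SAM (20 uM) started a 2 h room-temperature reaction. Monomethylated product was quantified by antibody-based AlphaScreen chemiluminescence.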
BLM inh: Bloom syndrome helicase (human) inhibition; P54132; recombinant BLM DNA unwinding, fluorescence dequenching; Potency, µM (doses to about 56.1 µM), for inactives: at the highest dose activity change, negative = inhibition, actives largely listed as inhibitors; 0.2% of 350,000 active;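 note: plate controls were vehicle for no effect and no enzyme for full effect; nearly all actives have a fitted effect of over 35% in size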
Pol kappa inh: blocks human DNA polymerase kappa activity; Q9UBT6; purified Pol kappa, fluorescent DNA synthesis assay, 10 min; Potency, µM (top dose mostly 107 µM), inactives show at the top dose activity, negative = inhibition, actives largely listed as inhibitors; 0.53% of 400,000 active; note: % is set by controls: 0 for no effect and ±100 for the full control effect
Target sequence (Q9UBT6 whole entry, looked up): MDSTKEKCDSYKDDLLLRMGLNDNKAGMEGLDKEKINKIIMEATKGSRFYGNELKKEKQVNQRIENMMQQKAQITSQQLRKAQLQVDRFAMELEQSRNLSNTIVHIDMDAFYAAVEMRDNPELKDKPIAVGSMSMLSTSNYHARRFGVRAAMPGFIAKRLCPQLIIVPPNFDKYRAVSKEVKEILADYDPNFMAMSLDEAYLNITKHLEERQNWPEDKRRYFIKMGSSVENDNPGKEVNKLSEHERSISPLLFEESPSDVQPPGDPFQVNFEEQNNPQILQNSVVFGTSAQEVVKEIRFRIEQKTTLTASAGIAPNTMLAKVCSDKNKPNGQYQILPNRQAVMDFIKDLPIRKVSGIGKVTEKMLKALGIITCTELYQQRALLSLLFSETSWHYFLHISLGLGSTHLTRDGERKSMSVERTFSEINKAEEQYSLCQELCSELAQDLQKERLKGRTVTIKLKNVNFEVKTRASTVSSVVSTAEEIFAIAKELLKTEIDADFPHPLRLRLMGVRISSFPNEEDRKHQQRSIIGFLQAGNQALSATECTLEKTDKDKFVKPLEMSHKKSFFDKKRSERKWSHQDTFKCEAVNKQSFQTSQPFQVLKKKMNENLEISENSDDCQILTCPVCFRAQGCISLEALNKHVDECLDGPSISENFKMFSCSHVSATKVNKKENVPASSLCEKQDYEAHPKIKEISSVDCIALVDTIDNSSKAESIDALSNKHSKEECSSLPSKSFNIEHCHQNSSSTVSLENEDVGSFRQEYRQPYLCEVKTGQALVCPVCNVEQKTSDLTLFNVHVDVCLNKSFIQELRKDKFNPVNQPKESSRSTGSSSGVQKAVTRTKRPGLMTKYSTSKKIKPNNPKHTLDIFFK
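10 nM Pol kappa was preincubated with compounds for 15 min at room temperature. Reaction started with 50 nM (final) substrate. Fluorescence read kinetically at 0 and 10 min.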
* = called active by the depositor; ? = inconclusive; . = not tested or not shown; [ ] = remark or other dose. Calls come from the whole dose curve; as a rule, active = well fitted curve in the direction sought with a large enough effect; inconclusive = small, poorly fitted or top-dose-only effect, or another doubt; inactive = no such curve, though single readings can be large; an effect the other way counts as inactive or inconclusive. Potency is the fitted concentration of half-maximal effect. Not all compounds are listed (hit frequency here may not be typical).

Compound	Anesthetic bind	BAZ2B block	APE1 inh	Pol iota inh	POLH inh	Pol beta inh	G9a block	BLM inh	Pol kappa inh
CC1(C)Cc2c(sc(NC(=O)Cc3ccccc3)c2C#N)CO1	-9%	1%	-10%	-15%	-11%	3%	5%[12.7 µM]	-7%	-3%
COc1ccc(CCNC(=O)COC(=O)c2ccc(Br)o2)cc1OC	-4%	-2%	1%	6%	-1%	1%	?	1%	-2%
CCCCn1c(N)c(N(CC(C)C)C(=O)c2cc3c(s2)CCC3)c(=O)[nH]c1=O	.	8%	-15%	?	-7%	.	?	.	2%
COc1cccc(/C=N/NC(=O)c2cnccn2)c1O	-8%	79µM*	-1%	15%	3%	30%	6%	2%	-6%
CCOc1ccc(NC(=O)C(C)NC(=O)c2ccccc2Cl)cc1S(=O)(=O)N1CCCC1 (stereo unspecified)	.	-25%	27%	-17%	-12%	.	?	.	9%
Cc1nc(Nc2ccccc2)sc1C(=O)c1ccccc1	-14%	-2%	15%	33%	-18%	32%[activator]	.	-10%	-4%
Cc1cc(NC(=O)CCl)n(-c2nc3ccccc3s2)n1	-5%	-18%	-4%	10%	12%	-12%	-28%	-2%	7%
CO/N=C(\Cn1ncc(NC2CCCCC2)c(Br)c1=O)c1ccc(Cl)cc1	?	-5%	-3%	13%	-14%	22%	15%[12.7 µM]	-12%	0%
COc1cccc(-n2cc(CN(C)Cc3nc(Cc4ccccc4)no3)cn2)c1	-7%	-1%	-4%	15%	-15%	1%	5%	-3%	5%
CCCn1c(CN2CCCCC2CC)nc2c1c(=O)n(C)c(=O)n2C (stereo unspecified)	-4%	-6%	-2%	7%	6%	2%	-33%	-9%	-1%
CCc1ccc(CNC(=O)c2cnc3sc4cc(OC)ccc4n3c2=O)cc1	4%	0%	.	12%	2%	-11%	-3%[59 µM]	-1%	2%
COc1ccc(CCN(C)Cc2cccc3ccccc23)cc1OC	-12%	-4%	-2%	28%	-15%	-1%	16%[0.501 µM]	2%	-3%
CC(=O)c1ccc2c(c1)C1C=CCC1C(c1ccc(S(=O)(=O)N3CCOCC3)cc1)N2 (stereo unspecified)	-2%	?	-1%	4%	?	-1%	?	-29%	-25%
COc1ccc(NC(=O)C(Cc2c[nH]c3ccccc23)NC(=O)OC(C)(C)C)cc1 (stereo unspecified)	-13%	?	.	12%	-29%	0%	-37%[59 µM]	-8%	-20%
CCOC(=O)c1ccc(-c2csc(NC(=O)CN3CCC(C)CC3)n2)cc1	-8%	-21%	18%	63%[activator]	-3%	-1%	?	0%	-39%
O=C(O)CCn1c(=S)n(CCC(=O)O)c2ccccc21	7%	-17%	-7%	23%	-12%	-19%	36%[12.7 µM]	-6%	1%
O=C(CCC(=O)N(c1ccc(F)cc1)C(C(=O)NC1CCCC1)c1ccncc1)Nc1cccnc1 (stereo unspecified)	-14%	-2%	5%	18%	-4%	-15%	-51%[59 µM]	-2%	-1%
CCOC(=O)c1c(C)c(C(=O)Nc2ccc(F)cc2)c(C)n1C	1%	-6%	20%	39%	-11%	-14%	2%	-12%	-6%
CCOC(=O)c1sc2nc(CC(=O)OC)nc(N3CCN(c4ccc(OC)cc4)CC3)c2c1C	?	?	?	5%	-16%	-1%	?	1%	0%
CC1CN(C(=O)c2ccc(C(=O)c3ccccc3)cc2)CC(C)O1 (stereo unspecified)	-11%	4%	2%	31%[activator]	-6%	0%	0%[59 µM]	-2%	0%
CC(C(=O)NC(=O)NC1CCCCC1)N1CCN(C(c2ccccc2)c2ccccc2)CC1 (stereo unspecified)	-13%	-2%	0%	-15%	-14%	-5%	?	-11%	0%
CCN(C(=O)Cn1c(=O)nc(-c2ccccc2)c2cc(Cl)ccc21)c1cccc(C)c1	?	-1%	.	24%	-15%	-13%	25%[59 µM]	-11%	1%[60.1 µM]
COc1ccc(C2=C(CC(=O)O)C(=O)CC2)cc1	1%	5%	3%	6%	-1%	6%	-49%[59 µM]	0%	0%
CCN1C[C@@H]2[C@@H]3C(=O)N(Cc4ccccc4)C(=O)[C@@H]3[C@](CC)(C(=O)OC)N2C1=NC	.	.	-1%	25%	-14%	.	.	.	4%
COc1ccccc1NC(=O)Cn1c(=O)n(CC(=O)NCc2ccccc2Cl)c(=O)c2sccc21	-1%	4%	.	-3%	.	3%	-1%[59 µM]	-7%	6%

Taken from above.
Value for CC(C(=O)NC(=O)NC1CCCCC1)N1CCN(C(c2ccccc2)c2ccccc2)CC1 (stereo unspecified) in Pol beta inh: -5%
Value for Cc1cc(NC(=O)CCl)n(-c2nc3ccccc3s2)n1 in G9a block: -28%

New compounds follow
Compound	Anesthetic bind	BAZ2B block	APE1 inh	Pol iota inh	POLH inh	Pol beta inh	G9a block	BLM inh	Pol kappa inh
O=C1N(c2ccccc2)C(c2ccccc2)C12CCCCC2 (stereo unspecified)	.	.	31%	10%	-19%	.	.	.	7%
CC(C)N1CCC(N2CCN(C3CCCCCC3)CC2CCO)CC1 (stereo unspecified)	-8%	0%	4%	?	-12%	16%	4%	0%	-4%
Cc1ccc(CNC(=O)c2cc(-c3ccccc3)nn2Cc2cc(C)no2)cc1	.	3%	-7%	-13%	-13%	.	-50%[2.33 µM]	.	8%
CCCN1C2CCCC1CC(NC(=O)C1CCCCC1)C2 (stereo unspecified)	-5%	0%	7%	10%	-11%	-5%	1%[59 µM]	-2%	4%
CC1CN(C(=O)CSc2cn(CC(=O)N3CCOCC3)c3ccccc23)CC(C)O1 (stereo unspecified)	-3%	1%	8%	74%[activator]	-14%	13%	10%[59 µM]	-2%	-3%
COc1ccc(S(=O)(=O)NC(C)C(=O)N2CCCC2)cc1Cl (stereo unspecified)	-3%	-3%	-19%	-10%	3%	6%	-46%	-2%	-7%
CCCc1cc(=O)[nH]c(Nc2ccc(OC)c(Cl)c2)n1	-17%	-3%	-3%	0%	-17%	4%	9%[59 µM]	-3%	-5%
COCCN1Cc2cccc(C(=O)Nc3ccc(C)c(C)c3)c2C1=O	-12%	-4%	3%	5%	-4%	3%	-13%	-4%	-5%
CCc1cccc(C)c1NC(=O)C1CCN(S(=O)(=O)c2cc(Br)cc3c2N(C(C)=O)CC3)CC1	-6%	-7%	.	-29%	-7%	?	-3%[59 µM]	-8%	-4%
CCOC(=O)c1ccc(NC(=O)c2nc[nH]c2C(=O)N[C@@H](CC(C)C)C(=O)OC(C)(C)C)cc1	-19%	0%	0%	10%	?	-14%	4%[12.7 µM]	-12%	-14%
CSC1=N/C(=C\c2ccccc2)C(=O)N1C	?	24%	-5%	2%[58.9 µM]	-8%	3%	63%[activator]	1%	-9%
Cc1cc(C)n(Cc2ccc(NC(=O)c3c([N+](=O)[O-])c(C)nn3C)cc2)n1	?	-3%	5%	23%	-10%	8%	?	-21%	-11%
CCOC(=O)C1=C(CSc2nc(-c3ccccc3)ccc2C#N)OC(N)=C(C#N)C1c1cccnc1 (stereo unspecified)	-15%	1%	-3%	-6%	?	-2%	40µM*	-8%	?
CCOc1ccc(-c2oc3ccc(C)cc3c(=O)c2O)cc1	-4%	17%[57.1 µM]	.	6%	-4%	12%	10%[59 µM]	2%	-7%
CC(=O)N1CCN(C2=NC(=O)/C(=C\c3cccs3)S2)CC1	-20%	-19%	-1%	74%[activator]	12%	8%	0%	4%	2%
CCN(CCCNC(=O)c1c(C)cc(=O)oc1C)c1ccccc1	-12%	-13%	1%	6%	-4%	-5%	?	4%	0%
O=C(NCCN1CCCC1)c1ccc(Br)cc1	-1%	12%	-6%	158%[activator]	-23%	44%	-11%[0.501 µM]	-9%	-1%
O=C(OCC(=O)N1CCN(C(=O)c2ccco2)CC1)c1cc(-c2ccc(Cl)c(Cl)c2Cl)nc2ccccc12	-18%	-6%	17%	?	?	6%	79µM*	-7%	-5%
Cc1ccccc1C(=O)N1CC(=O)Nc2ccc(F)cc2C1c1ccc(F)cc1 (stereo unspecified)	7%	-2%	9%	92%[activator]	0%	?	17%	1%	-5%
CCn1cc(/C=N/N=C2\CCC3C4CCc5cc(O)ccc5C4CC[C@]23C)c(C)n1 (stereo partly specified)	-8%	-4%	?	-6%	-10%	2%	1%[59 µM]	-6%	-6%
COc1cc(/C=C2\SC(=S)N(NC(=O)c3cccnc3)C2=O)ccc1O	-12%	45µM*	?	16µM*	?	?	?	-4%	?
Cc1ccccc1N1CCN(CCC(=O)Nc2ccc(F)cc2)CC1	-13%	-35%	11%	20%	-23%	15%	5%[0.501 µM]	-1%	-4%
O=[N+]([O-])c1cccc(/C=N/NS(=O)(=O)c2ccccc2)c1	-9%	-7%	16%	?	3%	52%	.	-2%	?
Cc1ccc(OCc2nnc(SCC(=O)c3ccccc3)n2Cc2ccco2)cc1	?	2%	6%	-1%	-18%	-7%	?	-20%	-14%

Entries above that bear a hit mark in BAZ2B block:
SMILES	BAZ2B block	Pol iota inh	POLH inh	Pol beta inh	G9a block	BLM inh	Pol kappa inh
COc1cccc(/C=N/NC(=O)c2cnccn2)c1O	79µM*	15%	3%	30%	6%	2%	-6%
COc1cc(/C=C2\SC(=S)N(NC(=O)c3cccnc3)C2=O)ccc1O	45µM*	16µM*	?	?	?	-4%	?

3 structures already listed, ordered by formula weight, lowest first:
Compound	Anesthetic bind	BAZ2B block	APE1 inh	Pol iota inh	POLH inh	Pol beta inh	G9a block	BLM inh	Pol kappa inh
CC1(C)Cc2c(sc(NC(=O)Cc3ccccc3)c2C#N)CO1	-9%	1%	-10%	-15%	-11%	3%	5%[12.7 µM]	-7%	-3%
COc1cc(/C=C2\SC(=S)N(NC(=O)c3cccnc3)C2=O)ccc1O	-12%	45µM*	?	16µM*	?	?	?	-4%	?
CCc1ccc(CNC(=O)c2cnc3sc4cc(OC)ccc4n3c2=O)cc1	4%	0%	.	12%	2%	-11%	-3%[59 µM]	-1%	2%

Source: PubChem BioAssay (National Center for Advancing Translational Sciences (NCATS))
